Compound activity as filed in PubChem.
OX1R antagonist: OX1R (HCRTR1) antagonists, primary screen, fluorescence, CHO/OX1R cells, Fluo-8 calcium, orexin A; inhibition, % at 5 µM; Fluo-8 calcium fluorescence; Orexin/Hypocretin receptor type 1 (Homo sapiens), O43613; 330,000 tested, 0.43% active;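 active means inhibition above its plate's threshold, mean inhibition of all tested compounds on the plate plus 3 SD, cut at about 37% in these data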;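 further: 0% = orexin A challenge wells and 100% = SB-334867-A antagonist wells; not every result past the cut was called active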
Target sequence (O43613 whole entry, looked up): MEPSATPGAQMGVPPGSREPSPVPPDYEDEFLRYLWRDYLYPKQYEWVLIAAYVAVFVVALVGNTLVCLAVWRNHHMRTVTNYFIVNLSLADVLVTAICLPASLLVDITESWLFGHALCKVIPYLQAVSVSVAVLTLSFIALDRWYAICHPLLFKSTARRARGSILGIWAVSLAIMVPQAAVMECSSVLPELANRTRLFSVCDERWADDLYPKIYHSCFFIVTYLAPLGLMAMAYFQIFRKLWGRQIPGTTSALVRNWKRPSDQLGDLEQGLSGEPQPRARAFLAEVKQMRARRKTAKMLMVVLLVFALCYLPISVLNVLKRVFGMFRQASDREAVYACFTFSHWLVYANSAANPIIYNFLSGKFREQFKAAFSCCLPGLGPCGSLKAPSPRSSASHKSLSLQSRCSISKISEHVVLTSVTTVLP
CHT PAM: CHT positive allosteric modulators, primary screen, cell-based, membrane potential dye, choline EC20. CHT-expressing cells; active compounds read high; LV-AA mutant CHT in HEK293 cells. High affinity choline transporter 1 (Homo sapiens), Q9GZV3. AID 488977, 2010. 310,000 tested, 0.49% active. B-score at 10 µM;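 active means initial fluorescence not abnormally high and integrated response B-score, plate-corrected, over 3 SD above library mean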
Target sequence (Q9GZV3 whole entry, looked up): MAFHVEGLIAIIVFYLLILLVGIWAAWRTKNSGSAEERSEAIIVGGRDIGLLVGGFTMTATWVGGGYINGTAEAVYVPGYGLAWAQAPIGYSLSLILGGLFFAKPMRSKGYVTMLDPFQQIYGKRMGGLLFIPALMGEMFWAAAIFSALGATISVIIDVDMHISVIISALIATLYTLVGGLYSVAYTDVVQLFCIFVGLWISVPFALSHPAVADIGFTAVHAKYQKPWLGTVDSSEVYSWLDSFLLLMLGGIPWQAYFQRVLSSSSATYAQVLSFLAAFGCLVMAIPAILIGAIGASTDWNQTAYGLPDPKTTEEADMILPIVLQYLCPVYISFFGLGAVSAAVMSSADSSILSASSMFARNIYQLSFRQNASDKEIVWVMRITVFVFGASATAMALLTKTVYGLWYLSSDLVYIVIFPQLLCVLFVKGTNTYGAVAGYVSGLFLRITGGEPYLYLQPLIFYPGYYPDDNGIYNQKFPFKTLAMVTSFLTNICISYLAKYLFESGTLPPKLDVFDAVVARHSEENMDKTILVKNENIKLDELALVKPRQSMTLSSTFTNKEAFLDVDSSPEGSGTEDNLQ
The depositor's hits bear a star; i = inactive; · = no result given.

| canonical_smiles | OX1R antagonist | CHT PAM |
| --- | --- | --- |
| Cc1cc(NC(=O)CSc2nnc(CNC(=O)c3c(F)cccc3F)o2)no1 | -11 | i |
| CCOC(=O)/C=C1\SCC(=O)N1CC(=O)NC12CC3CC(CC(C3)C1)C2 | -18 | i |
| COC(=O)C(NC(C)=O)(Nc1ccccc1)C(=O)OC | -11 | i |
| O=C1CC(c2ccc(F)cc2)Cc2nc(N3CCOCC3)ncc21 (configuration not stated) | -8 | i |
| C/C(=N\NC(=O)Cn1nnc2ccccc21)c1ccco1 | -13 | i |
| CN(C(=O)c1ccccc1)c1ccccc1C(=O)NCCc1ccccc1 | -10 | i |
| C=CCN(C(=O)CNC(=O)c1ccco1)C(C(=O)NC1CCCC1)c1cccs1 (configuration not stated) | -24 | i |
| CN(C)S(=O)(=O)c1ccc(N2CCCC2)c(C(=O)NCc2cccc(C(F)(F)F)c2)c1 | -29 | i |
| FC(F)(F)c1cccc(N2CCN(Cc3cccnc3)CC2)c1 | -18 | i |
| O=c1cc(CSc2ccc(S(=O)(=O)N3CCCCC3)cn2)nc2sccn12 | -17 | i |
| O=C(NCC(=O)N(Cc1cccs1)C(C(=O)NC1CCCCC1)c1cccnc1)c1ccco1 (configuration not stated) | -6 | i |
| Cc1ccc(C)c(-n2c3nc(=O)[nH]c(=O)c-3cc3cc([N+](=O)[O-])ccc32)c1 | -1 | i |
| O=[N+]([O-])c1ccc(O)c(/C=N/n2cnnc2)c1 | -18 | i |
| COc1ccc2[nH]cc(C(O)CN3CCC(C(N)=O)CC3)c2c1 (configuration not stated) | -23 | i |
| Cc1ccc(N2C(=O)CSC2c2cccs2)cc1 (configuration not stated) | -1 | i |
| Cc1cc(-c2cccs2)c2c(N)c(C(=O)c3ccc4c(c3)OCO4)sc2n1 | -1 | i |
| CN(CC(=O)Nc1ccc(F)cc1)C(=O)CNC(=O)C1CCCCC1 | -4 | · |
| CCCn1cnc2cc(NCc3cccc(OC)c3)ccc21 | -30 | i |
| Cc1cc(C)nc(Nc2nc(C)c3cc4c(cc3n2)OCO4)n1 | -15 | i |
| CCOc1ccc(NC(=O)CCC(=O)O)cc1 | -3 | i |
| COc1ccc2ccccc2c1C(O)c1nccn1C (configuration not stated) | -7 | i |
| CNC(=S)N=Nc1c(O)[nH]c2ccccc12 | -15 | i |
| CCOC(=O)NC(O)C(=O)c1ccc(F)cc1 (configuration not stated) | -7 | i |
| OCCc1c[nH]c2ccccc12 | -9 | i |
| CCn1c(CC(=O)Nc2ccccc2F)nnc1SCC(=O)NC1CCCCC1 | -14 | i |
| CC(=O)N1CCN(c2ccccc2NC(=O)c2cccs2)CC1 | -18 | i |
| Cc1ccc(C(=O)C[n+]2ccc(Cc3ccccc3)cc2)cc1 | -17 | i |
| C=Cn1cc[n+](CC(=O)c2ccc(-c3ccccc3)cc2)c1 | 1 | i |
| CSC[C@H](NC(=O)COc1cc2c(c3oc(=O)c(C)c(C)c13)CCC(C)(C)O2)C(=O)O | -14 | i |
| COc1ccc(-c2nc(CS(=O)CC(=O)NCCN3CCCCC3C)c(C)o2)cc1OC (configuration not stated) | -9 | i |
| COC(=O)c1ccccc1NC(=O)c1ccnn1C | -9 | i |
| Cc1ccc(S(=O)(=O)c2ccccc2)cc1S | -9 | i |
| COC(=O)c1ccc(-c2nc(CN3CCN(Cc4cccc(C)c4)CC3)c(C)o2)cc1 | -20 | i |
| NCCCC[C@H]1CNC(=S)N1CC1CCCCC1 | -8 | i |
| COc1ccc(C(=S)N2CCN(c3cccc(Cl)c3)CC2)c(OC)c1 | 9 | i |
| Cc1cc(C)c2c(c1)c(C)cc1nnc(SCC(=O)c3cccs3)n12 | -20 | i |

Among those listed so far, 3 contain a furan ring, fused or not:
| canonical_smiles | OX1R antagonist | CHT PAM |
| --- | --- | --- |
| C/C(=N\NC(=O)Cn1nnc2ccccc21)c1ccco1 | -13 | i |
| C=CCN(C(=O)CNC(=O)c1ccco1)C(C(=O)NC1CCCC1)c1cccs1 (configuration not stated) | -24 | i |
| O=C(NCC(=O)N(Cc1cccs1)C(C(=O)NC1CCCCC1)c1cccnc1)c1ccco1 (configuration not stated) | -6 | i |

Following part
| canonical_smiles | OX1R antagonist | CHT PAM |
| --- | --- | --- |
| O=C(COC(=O)CCc1nc2ccccc2c(=O)[nH]1)NC(=O)NC1CCCC1 | -11 | i |
| CC(C)[C@@H]1N[C@]2(C(=O)Nc3ccccc32)[C@@H]2C(=O)N(c3cccc(C(F)(F)F)c3)C(=O)[C@@H]21 | -14 | i |
| COc1ccc(C(=O)N2CCN(c3ccc(C(C)=O)cc3F)CC2)cc1S(=O)(=O)NC1CC1 | 6 | · |
| Cc1cc(NC(=O)CCCC(=O)Nc2ccc(F)cc2)no1 | -7 | i |
| Fc1cc(F)c2nc(Nc3nc4cc5c(cc4s3)OCO5)sc2c1 | -9 | i |
| CC(NC(=O)CCl)c1ccccc1Br (configuration not stated) | -1 | i |
| O=C(COC(=O)c1cc([N+](=O)[O-])ccc1NCCO)c1ccccc1 | -14 | i |
| Cc1ccc(S(=O)(=O)N2CC(=O)NC(=O)C2)cc1 | -13 | i |
| N/N=C(\c1ccccc1)c1cc(Br)ccc1N | -30 | i |
| O=C(/C=C/c1ccco1)N1CCN(S(=O)(=O)c2ccccc2)CC1 | -22 | · |
| Cc1csc(NC(=O)CSc2nnc(-c3ccc(S(=O)(=O)N4CCCC4)cc3)o2)n1 | -14 | i |
| COc1ccc(CN2CCN(CCc3ccccc3)C(CCO)C2)cc1Cn1cncn1 (configuration not stated) | -25 | i |
| COc1ccc(-c2nc3ccccc3c(=O)n2CC(C)C)cc1 | -19 | i |
| Cc1ccc(SCC(=O)NC(=O)c2ccc(S(=O)(=O)N(C)C)cc2)cc1C | -24 | i |
| COc1c(C)cc(C(=O)C2CCCN(C(=O)c3ccoc3)C2)cc1C (configuration not stated) | -13 | i |
| CCOc1ccc(NS(=O)(=O)c2ccc(C(=O)N3CCCCCC3)cc2)cc1 | 2 | i |
| CCCCNC(=O)CN1C(=O)NC2(CCCc3ccccc32)C1=O (configuration not stated) | 23 | i |
| CNC(=O)c1c2c(nc3ccc(Br)cc13)CCCC2 | -32 | i |
| COc1cc(C)c(Br)cc1S(=O)(=O)NCCN1CCOCC1 | -6 | i |
| O=S(=O)(Cc1ccccc1)NCC1CCCO1 (configuration not stated) | 14 | i |
| COc1ccc(NC(=O)CSc2n[nH]c(=O)n2Cc2ccccc2)cc1Cl | -34 | i |
| FC(F)(F)c1cccc(-c2nc(-c3ccncc3)no2)c1 | · | i |
| O=C(NCCC1CCCCN1S(=O)(=O)c1ccc(Cl)cc1)C(=O)NCCN1CCOCC1 (configuration not stated) | -7 | i |
| CC1CCc2c(sc(NC(=O)C3c4ccccc4Oc4ccccc43)c2C(N)=O)C1 (configuration not stated) | -22 | i |
| O=C(O)CCSc1nnnn1-c1ccccc1 | 3 | i |
| CCc1cccc(NS(=O)(=O)c2ccc3c(c2)oc(=O)n3C)c1 | -14 | i |
| CCOC(=O)C1CCN(C(C(=O)Nc2ccc3c(c2)OCCO3)c2ccccc2)CC1 (configuration not stated) | -10 | i |
| NC(=O)C1CCN(CC(=O)Nc2cccnc2Cl)CC1 | -2 | i |
| Cc1ccc(NC(=O)CSC2=NCCN2)cc1 | 6 | i |
| CC(=O)c1ccc(NS(=O)(=O)c2ccc(N/C=C/C(=O)c3ccc(F)cc3)cc2)cc1 | -9 | i |
| CCN(CC)c1ccc(NC(=O)COc2ccccc2C#N)cc1S(=O)(=O)Nc1ccc(OC)cc1 | -8 | i |
| Clc1ccc(-c2noc(CN3CCCC3)n2)cc1 | -18 | i |
| COc1cccc(CNc2ccc([N+](=O)[O-])c(NCC(=O)O)n2)c1 | -13 | i |
| COc1ccc(-c2nc(CCNC(=O)c3ccco3)cs2)cc1OC | -14 | i |
| Cc1nnc(SCC(=O)NC2CCC(C)CC2)s1 (configuration not stated) | -11 | i |
| O=C(NCC1CCCO1)C1CC(c2ccccc2Cl)=NO1 (configuration not stated) | -11 | i |

2 entries drawn at random from those above:
| canonical_smiles | OX1R antagonist | CHT PAM |
| --- | --- | --- |
| Clc1ccc(-c2noc(CN3CCCC3)n2)cc1 | -18 | i |
| CCc1cccc(NS(=O)(=O)c2ccc3c(c2)oc(=O)n3C)c1 | -14 | i |

One compound at a time (already shown).
Profile of CCc1cccc(NS(=O)(=O)c2ccc3c(c2)oc(=O)n3C)c1 → OX1R antagonist: -14; CHT PAM: i
Profile of CC(=O)c1ccc(NS(=O)(=O)c2ccc(N/C=C/C(=O)c3ccc(F)cc3)cc2)cc1 → OX1R antagonist: -9; CHT PAM: i
Profile of CCN(CC)c1ccc(NC(=O)COc2ccccc2C#N)cc1S(=O)(=O)Nc1ccc(OC)cc1 → OX1R antagonist: -8; CHT PAM: i

The results go on:
| canonical_smiles | OX1R antagonist | CHT PAM |
| --- | --- | --- |
| COc1cc([N+](=O)[O-])c(OC)cc1SCc1n[nH]c(=S)n1-c1ccc(F)cc1 | -15 | i |
| COCCCn1c(SCC(=O)NNC(=O)c2cccc(O)c2)nnc1-c1ccncc1 | -5 | i |
| CCOC(=O)/C=c1\s/c(=C\c2ccc3cc(OC)ccc3c2)c(=O)n1CC(=O)NCc1ccc2c(c1)OCO2 | -5 | i |
| COc1ccc(CCNC(=O)CCCNC(=O)Cn2cnc3sc(C)c(C)c3c2=O)cc1OC | -11 | i |
| CCOC(=O)N1CCC(NC(=O)CCc2c(C)nc3ncnn3c2C)CC1 | 0 | i |
| CCCCNC(=O)C(C)N(CCN(C)C)C(=O)CCCN1C(=O)NC(c2ccc(Cl)cc2)C(C(=O)OCc2ccccc2)=C1C (configuration not stated) | -29 | · |
| CC1=NN(C(=O)c2ccccc2F)C(O)(c2ccc(Cl)cc2)C1 (configuration not stated) | -29 | i |
| CCn1cc(Br)c(C(=O)NC(=S)Nc2ccc(C(=O)OC)cc2)n1 | -13 | i |
| CCOc1cc2[nH]c(=S)n(CC3CCCO3)c(=O)c2cc1OCC (configuration not stated) | -19 | i |
| COc1cc(C(=O)OC2CCOC2=O)c([N+](=O)[O-])cc1OC (configuration not stated) | -8 | i |
| Cc1nc(CS(=O)(=O)c2ccccc2)cc(Sc2ccc(Cl)cc2Cl)n1 | 7 | i |
| COc1cccc(NC(=O)COC(=O)/C=C/c2ccc(Cl)cc2Cl)c1 | -27 | i |
| O=C(NCCCN1CCN(c2ccccc2)CC1)Nc1ccccc1C(F)(F)F | -24 | i |
| CCn1c(SCc2ccc(F)cc2)nc2ccccc2c1=O | -38 | i |
| O=C(Nc1ccc(Br)cc1)c1ccc(Br)c(S(=O)(=O)Nc2cccnc2)c1 | -12 | i |
| Cn1sc(NC(=O)c2cccc(Cl)c2)nc1=O | -2 | i |
| CCOC(=O)N1CCN(C(=O)C2CCCN(S(=O)(=O)c3cccnc3)C2)CC1 (configuration not stated) | -8 | i |
| CCC(C)[C@H](NC(=O)C1CC(=O)N(c2ccc3c(c2)OCCO3)C1)C(=O)N1CCCCC1 (some centres not stated) | 3 | i |
| CCn1cc(C(=O)O)c(=O)c2cc(F)c(N3CCNCC3)cc21 | 2 | 14* |
| Cc1c(C(=O)NCCSCc2ccccc2Cl)cccc1[N+](=O)[O-] | -22 | i |
| NS(=O)(=O)c1ccc(CNS(=O)(=O)c2cc(Cl)ccc2Cl)cc1 | -13 | i |
| CC(C)NC(=O)CSCc1ccccc1Cl | -27 | i |
| COc1ccc2c(CC(=O)OCC(=O)c3ccc(F)cc3)coc2c1 | -12 | i |
| O=C(Nc1ccc(Cc2ccncc2)cc1)C1CCC(N2C(=O)C3C4C=CC(C5CC45)C3C2=O)CC1 (configuration not stated) | -4 | i |
| O=S(=O)(c1ccc(Br)cc1)N1CCCc2ccccc21 | -28 | i |
| Cc1[nH]nc(N2CCCCCC2)c1[N+](=O)[O-] | -23 | i |
| CC(=O)Nc1ccc(N2CCN(Cc3ccccc3)CC2)cc1 | -10 | i |
| O=C(O)c1ccc2cc(-c3ccccc3)[nH]c2c1 | 5 | i |
| Cc1c(C(=O)O)sc2nc3n(c(=O)c12)CCCCC3 | -3 | i |
| CC1=Nn2c(nnc2-c2cccs2)SC1 | -8 | i |
| Cc1ccc(-c2csc3n[nH]c(=S)n23)cc1 | -16 | i |
| O=C(CCCCCn1c(=S)[nH]c2cc3c(cc2c1=O)OCO3)N1CCN(c2ccccc2)CC1 | -15 | i |
| C/C(=C\c1cccc(Cl)c1)C(=O)c1c(C)cc(C)[nH]c1=O | -23 | i |
| CCS(=O)(=O)n1nc(-c2ccccc2)nc1SC | 1 | i |
| O=C(NNC(=O)C1CCN(S(=O)(=O)c2ccc(Cl)cc2)CC1)c1ccncc1 | -5 | i |
| Cc1c(NC(=S)N/N=C/c2ccc(O)cc2)c(=O)n(-c2ccccc2)n1C | -5 | i |
| COc1ccc(S(=O)(=O)N2CCCCC2)cc1NC(=O)c1ccc2c(c1)OCO2 | -15 | i |
| CC1(C)Cc2c(sc(NC(=O)c3ccco3)c2C#N)CO1 | 0 | i |
| C(=N\Nc1ccc2ccccc2n1)/c1ccc2c(c1)OCCO2 | -34 | i |
| CCC(C(=O)OCC(=O)N(CC)c1c(N)n(Cc2ccccc2)c(=O)[nH]c1=O)c1ccccc1 (configuration not stated) | -15 | · |
| COC(=O)CNc1nc(-c2cccnc2)nc2ccccc12 | -15 | i |
| COc1ccc(OC)c(-c2cc(C(=O)NCCN3CCOCC3)no2)c1 | -16 | i |
| COc1ccc2cc3cc(C(=O)NC4CC4)sc3nc2c1 | -18 | i |
| O=C(COC(=O)c1cc(S(=O)(=O)N2CCOCC2)ccc1F)NC1CC1 | 1 | · |
| Cc1ccc(Oc2cc(NC(=O)CCCn3nc([N+](=O)[O-])cc3C)cc([N+](=O)[O-])c2)cc1 | -1 | i |
| O=C(NCCS(=O)(=O)N1CCN(c2cccc(Cl)c2)CC1)c1ccco1 | -22 | i |
